TEAD-YAP block: TEAD-YAP interaction inhibition | hit rate 1.4% among 640,000 | inhibition, % at 9.12 µM | HEK-TIYL cells, TEAD-Gal4/YAP UAS-luciferase luminescence; in the data active = inhibition above about 32%;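 note: 0% = median of test compound wells and 100% = reference inhibitor wells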
MITF inh: blocks human microphthalmia-associated transcription factor; O75030; AlphaScreen MITF homodimerization, bead proximity signal; inhibition, % at 2.6 µM; hit rate 0.91% among 650,000; AID 1259374; in the data active = inhibition above about 50%;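 note: 0% = vehicle wells with protein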
GPR151 ag: activators of human GPR151 | hit rate 1% among 650,000 | PathHunter beta-arrestin GPR151 cells, luminescence | Q8TDV0 | activation, % at 11.2 µM | AID 1508602; in the data active = activation above about 4.9%;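 note: 0% = median of compound wells and 100% = cells with positive control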
Target sequence (Q8TDV0 whole entry, looked up): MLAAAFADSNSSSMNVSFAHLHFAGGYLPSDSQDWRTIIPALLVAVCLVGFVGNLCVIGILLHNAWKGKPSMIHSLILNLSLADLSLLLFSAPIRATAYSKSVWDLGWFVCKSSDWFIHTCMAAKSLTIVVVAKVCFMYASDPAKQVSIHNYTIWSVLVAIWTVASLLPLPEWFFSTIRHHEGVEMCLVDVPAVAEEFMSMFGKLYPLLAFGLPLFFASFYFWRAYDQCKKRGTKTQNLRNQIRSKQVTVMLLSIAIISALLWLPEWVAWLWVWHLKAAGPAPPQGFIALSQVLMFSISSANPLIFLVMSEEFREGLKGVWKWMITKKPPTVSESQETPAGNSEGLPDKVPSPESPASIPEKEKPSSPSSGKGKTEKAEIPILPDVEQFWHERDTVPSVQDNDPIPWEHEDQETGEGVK
FBW7 act: human FBW7 E3 ligase activation, primary screen | AlphaScreen FBW7–phospho-cyclin E peptide binding, activator screen | hit rate 0.13% among 650,000 | Q969H0 | normalized activity (activation), % at 26.1 µM; in the data active = normalized activity above about 1.9%;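 note: purified mutant Fbw7 with reduced substrate affinity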
Target sequence (Q969H0 whole entry, looked up): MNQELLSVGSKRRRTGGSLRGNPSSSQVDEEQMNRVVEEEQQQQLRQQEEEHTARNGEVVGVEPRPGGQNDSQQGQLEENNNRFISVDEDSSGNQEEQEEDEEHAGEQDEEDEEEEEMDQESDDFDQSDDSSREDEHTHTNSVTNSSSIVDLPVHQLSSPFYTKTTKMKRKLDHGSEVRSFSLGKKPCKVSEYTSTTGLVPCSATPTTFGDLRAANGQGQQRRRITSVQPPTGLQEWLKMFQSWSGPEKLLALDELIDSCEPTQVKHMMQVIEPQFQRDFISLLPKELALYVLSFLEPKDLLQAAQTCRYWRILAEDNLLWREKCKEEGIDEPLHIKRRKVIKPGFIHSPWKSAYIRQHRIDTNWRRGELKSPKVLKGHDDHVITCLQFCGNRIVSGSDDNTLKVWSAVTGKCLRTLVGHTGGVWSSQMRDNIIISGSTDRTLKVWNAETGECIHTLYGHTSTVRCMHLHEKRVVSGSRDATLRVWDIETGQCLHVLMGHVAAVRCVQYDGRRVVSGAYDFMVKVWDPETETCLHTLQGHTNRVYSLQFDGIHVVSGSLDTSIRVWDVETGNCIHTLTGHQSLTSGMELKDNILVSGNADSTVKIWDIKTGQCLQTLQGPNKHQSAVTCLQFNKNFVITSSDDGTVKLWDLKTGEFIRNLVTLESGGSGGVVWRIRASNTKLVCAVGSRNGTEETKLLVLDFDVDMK
Active calls of the source: *.

SMILES | TEAD-YAP block | MITF inh | GPR151 ag | FBW7 act
CCN(CC)C(=O)C1CCCN(c2ccc(-n3cc(CC(=O)NC4CC4)c4ccccc43)nn2)C1 (stereo not drawn) | -16 | -1 | -1.4 | -0.1
FC(F)Oc1ccccc1/C=N/n1cn[nH]c1=S | -5 | 11 | -0.1 | 0.6
Cc1ccc(N2C(=O)c3cccnc3C2=O)c(C)c1 | 4 | 23 | 0.5 | -0.6
CC(=O)c1cccc(NS(=O)(=O)N2CCCCCC2)c1 | -5 | 1 | -0.1 | 0.0
COc1cc(NC(=O)c2ccc(-c3ccc(N4CCOCC4)nc3)s2)cc(OC)c1OC | 4 | 5 | 2.2 | 0.2
O=C(NCc1cccc(C(F)(F)F)c1)c1ccnc(N2CCN(c3ccccn3)CC2)c1 | 6 | 3 | 0.8 | 0.0
O=C(Nc1cc2c3c(c1)CC(=O)N3CCC2)c1ccc(Cl)cc1Cl | -8 | 4 | 0.3 | 0.3
Cc1cccc(CCNC(=O)c2cccc(NC3=NC4CS(=O)(=O)CC4S3)c2)c1 (stereo not drawn) | -2 | 9 | 1.8 | -0.1
CC(C)CCNC(=O)CN(Cc1ccccc1Cl)C(=O)c1snc(C(N)=O)c1N | 17 | 7 | 1.1 | -0.2
COc1cccc(CNCC(O)Cn2nnnc2-c2ccccc2)c1 (stereo not drawn) | 2 | -3 | -0.1 | 0.1
COc1ccc(Oc2coc3cc(OC(=O)c4cncc(Br)c4)ccc3c2=O)cc1 | -3 | -7 | -0.6 | -0.1
O=C1c2ccccc2C(=O)N1CCCCCBr | 0 | 1 | 0.3 | 0.2
Cc1ccc(CN=C(N)Nc2nc(C)cc(C)n2)cc1 | 54* | 0 | 1.6 | -0.2
CCOc1ccc2[nH]c(=O)c(C(c3nnnn3Cc3ccco3)N3CCN(C)CC3)cc2c1 (stereo not drawn) | 8 | 17 | 0.6 | 0.1
Cc1sc(NC(=O)C2CC2)nc1-c1ccc2c(c1)CCN2C(=O)CC(C)(C)C | -8 | 17 | 1.0 | -0.1
COc1cccc(NC(=O)CSc2nnc(COc3ccccc3Cl)o2)c1 | 1 | 6 | 1.6 | 1.0
CC(=O)c1cccc(NC(=O)NNC(=O)C(c2ccccc2)c2ccccc2)c1 | 14 | -4 | -0.8 | -0.6
Cc1ccc(C(=O)Nc2ccc(F)c([N+](=O)[O-])c2)cc1 | -25 | -3 | -0.4 | -0.1
Cc1cc(NC(=O)CCN2C(=O)C3C4CCC(C4)C3C2=O)cc(C)c1Br (stereo not drawn) | -16 | -10 | 0.8 | 0.0
O=C(NNS(=O)(=O)c1ccc(CCCl)cc1)C(O)(c1ccccc1)c1ccccc1 | 1 | -8 | -0.2 | -0.1
NC1=NN(c2c(Cl)cc(Cl)cc2Cl)C(=O)C1 | 2 | 1 | -1.3 | 0.0
CCOC(=O)N1CCN(c2nc3nonc3nc2N2CCSCC2)CC1 | -2 | -5 | 0.3 | -0.1
CCN(CC)Cc1ccc(C(=O)N2CCC3(CC2)NC(=O)c2cc(Cl)ccc2N3)o1 | -4 | -7 | 1.3 | -0.1
O=C(CN1C(=O)CNC1=O)Nc1ccc(C(F)(F)F)cc1 | 8 | -3 | 1.3 | 0.1
Cc1sc2nc(C3CC3)nc(SCC(=O)NCc3ccco3)c2c1C | -5 | 12 | -1.3 | 0.3
CCS(=O)(=O)NC(C)C(c1cccs1)N1CCN(C)CC1 (stereo not drawn) | 9 | -1 | 0.7 | -0.2
Cc1[nH]n(C(N)=S)c(=O)c1C(c1ccccc1)C(C#N)C#N (stereo not drawn) | 0 | 13 | 0.1 | 0.0
COc1ccc(CNC(=O)c2oc3ccc4c(c3c2C)C(=O)CC(C)(C)O4)cc1 | -66 | -16 | -0.5 | 0.0
CCc1ccc(N2CC(C(=O)N/N=C/c3cccc([N+](=O)[O-])c3)CC2=O)cc1 (stereo not drawn) | 8 | -7 | 0.2 | -0.1
CCOC(=O)C1CCCN(C(=O)c2cnn3c(C(F)(F)F)cc(-c4ccccc4)nc23)C1 (stereo not drawn) | -3 | 8 | 2.2 | 0.1
O=S(=O)(c1cnc[nH]1)N1CCCCCC1 | 3 | 3 | 1.1 | 0.0
Cc1cc(C(=O)Nc2cccc(C(=O)O)c2)ccc1[N+](=O)[O-] | -15 | 7 | 2.0 | -0.1
Cc1[nH]nc2c1C(c1ccccc1Br)C(C#N)=C(N)O2 (stereo not drawn) | -10 | 15 | 0.5 | 0.6
O=C(N/N=C/c1cccc(O)c1)c1cc(-c2cccc([N+](=O)[O-])c2)n[nH]1 | -6 | 6 | 0.0 | -0.1
CCOC(=O)c1cc(-c2cc(Cl)ccc2Cl)nc2c1c(=O)[nH]c(=O)n2C | -11 | 2 | -1.3 | 0.3
COC(=O)c1ccc(-c2nc3ccc(C)cc3o2)cc1 | -76 | 5 | -0.7 | 0.0
Cc1ccc(C)c(S(=O)(=O)c2ccccc2)c1 | 7 | 0 | -0.2 | 0.2
O=C(NCc1nc2ccccc2[nH]1)c1ccc2nc(N3CCOCC3)sc2c1 | 0 | -10 | -0.8 | 0.0
Cc1c(C(=O)OC(C)C)sc(NC(=O)COc2ccc(Cl)cc2)c1C(N)=O | 14 | 16 | 2.5 | -0.1
CCCN1C(=O)C2(c3ccccc31)c1c(oc3ccccc3c1=O)C(=O)N2CC1CCCO1 (stereo not drawn) | 2 | 0 | 0.4 | -0.1
CCNC(=O)N1CCCC(c2nc(-c3cccc(OC)c3)c3ccccn23)C1 (stereo not drawn) | 7 | -21 | -0.7 | 0.0
O=S(=O)(NCC1CCCO1)c1ccc(Cl)c(C(F)(F)F)c1 (stereo not drawn) | 7 | -6 | 0.5 | 1.0
Cc1[nH]c(=S)c(C#N)c(C)c1C(=O)Nc1ccccc1 | -7 | -5 | 0.0 | -0.2
CCC(Sc1nc2ccccc2c(=O)n1NC(=O)CCc1c[nH]c2ccccc12)C(=O)NCc1ccco1 (stereo not drawn) | 4 | -2 | 0.4 | -0.1
CCOC(=O)C1=C(C)N=c2s/c(=C\c3ccc(Cl)cc3Cl)c(=O)n2C1c1ccccc1 (stereo not drawn) | 3 | -8 | 0.4 | -0.2
COc1cccc(C(=O)OCC(=O)c2ccc(Cl)cc2)c1 | -8 | 6 | -1.0 | 0.0
Cc1cc(C)nc(Nc2n[nH]c(-c3ccc(Cl)cc3Cl)n2)n1 | 2 | 18 | -1.2 | 0.3
Cc1cc(Br)cc(C)c1OCC(=O)N1CCCCC1 | -5 | 8 | 1.9 | 0.2
COC(=O)C1=CN(Cc2ccc(F)cc2)C=C(C(=O)OC)C1c1ccccc1OC(C)C | 8 | -12 | -2.5 | 5.0*
COc1ccc(-c2nn(CN3CCC(C(N)=O)CC3)c(=S)n2-c2ccccc2)cc1 | 6 | 11 | -1.5 | 0.0
COc1ccc(-c2nc3ccc(C(=O)Nc4ccc(Oc5ccccc5)cc4)cc3s2)cn1 | -5 | 8 | 4.8 | 1.8
CCCCNC(=O)c1cccc2c1C(=O)N(C1CCCCC1)C2 | 16 | 12 | 0.1 | 0.0
Cc1ccc2c(c1)CN(Cc1ccn[nH]1)CC(c1ccsc1)O2 (stereo not drawn) | 4 | 9 | -0.2 | 0.1
O=C(NCC1CCCCC1)c1ccco1 | -1 | 1 | -1.5 | 0.0
COc1cc(C(=O)Nc2ccc3nn(-c4ccc(F)cc4)nc3c2)ccc1OCc1ccc(Cl)cc1 | 2 | 10 | -0.2 | -0.5
COc1ccc(-n2c(=S)[nH]c3cc(C(=O)NC4CCCCC4)ccc3c2=O)c(OC)c1 | 1 | 16 | -0.7 | -0.1
C/C(=N\Nc1nc2ccccc2[nH]1)c1ccccn1 | 74* | 105* | -4.8 | -1.4
COc1ccc(-c2noc(CC(=O)Nc3ccc4c(c3)OCCO4)n2)cc1 | 0 | 3 | 1.3 | -0.1
COc1ccc(OC)c(-n2c(=S)sc3c(=O)n(-c4ccccc4OC)c(SCC(=O)c4ccccc4)nc32)c1 | 3 | -2 | -0.6 | 0.0
O=C(N[C@H]1C[C@H]2C(=O)N3CCC[C@H]3C(=O)N2C1)OCc1ccccc1 | -6 | 0 | -0.5 | 0.0

A different layout for some results above.
compound	TEAD-YAP block	MITF inh	GPR151 ag	FBW7 act
CCNC(=O)N1CCCC(c2nc(-c3cccc(OC)c3)c3ccccn23)C1 (stereo not drawn)	7	-21	-0.7	0.0
O=S(=O)(NCC1CCCO1)c1ccc(Cl)c(C(F)(F)F)c1 (stereo not drawn)	7	-6	0.5	1.0
Cc1[nH]c(=S)c(C#N)c(C)c1C(=O)Nc1ccccc1	-7	-5	0.0	-0.2
CCC(Sc1nc2ccccc2c(=O)n1NC(=O)CCc1c[nH]c2ccccc12)C(=O)NCc1ccco1 (stereo not drawn)	4	-2	0.4	-0.1
CCOC(=O)C1=C(C)N=c2s/c(=C\c3ccc(Cl)cc3Cl)c(=O)n2C1c1ccccc1 (stereo not drawn)	3	-8	0.4	-0.2
COc1cccc(C(=O)OCC(=O)c2ccc(Cl)cc2)c1	-8	6	-1.0	0.0
Cc1cc(C)nc(Nc2n[nH]c(-c3ccc(Cl)cc3Cl)n2)n1	2	18	-1.2	0.3
Cc1cc(Br)cc(C)c1OCC(=O)N1CCCCC1	-5	8	1.9	0.2
COC(=O)C1=CN(Cc2ccc(F)cc2)C=C(C(=O)OC)C1c1ccccc1OC(C)C	8	-12	-2.5	5.0*
COc1ccc(-c2nn(CN3CCC(C(N)=O)CC3)c(=S)n2-c2ccccc2)cc1	6	11	-1.5	0.0
COc1ccc(-c2nc3ccc(C(=O)Nc4ccc(Oc5ccccc5)cc4)cc3s2)cn1	-5	8	4.8	1.8

Next section
SMILES | TEAD-YAP block | MITF inh | GPR151 ag | FBW7 act
C=CCNC(=O)CCCOc1ccc(C)cc1 | -13 | 4 | 0.0 | 0.0
CCCC(=O)Oc1ccc2c(=O)c(Oc3ccc(OC)cc3)coc2c1 | -5 | 8 | 1.6 | 0.1
CCN1CCN(CCOc2ccc(C)cc2Br)CC1 | 0 | 24 | 0.7 | -0.4
CN(C)c1ccc(Nc2nc(N)c3ccccc3n2)cc1 | 91* | 23 | -9.5 | -0.7
Cc1cc(C)n(-c2ccc(F)cc2)c(=O)c1C(N)=O | 0 | -1 | 0.2 | -0.1
CC(C)OC(=O)C(=O)/C=C(\Nc1cccc(C(=O)O)c1)c1ccccc1 | -55 | 9 | -1.4 | 0.6
O=C(NNC(=O)c1ccccn1)c1ccncc1 | 1 | 46 | -1.0 | -0.4
O=C1CSC(c2cc3c(cc2[N+](=O)[O-])OCO3)N1c1ccc(Oc2ccc(Cl)cc2)cc1 (stereo not drawn) | -4 | 7 | 3.3 | -0.4
COC(=O)C(C)Sc1ccc2nnc(-c3ccc(C)cc3)n2n1 (stereo not drawn) | 8 | 1 | 0.1 | -0.1
COCCN(CCOC)c1nc(-c2ccccc2)nc2ccccc12 | 16 | -6 | -0.5 | -0.1
Cc1cc(OC(C)C(=O)NNC(=O)NC23CC4CC(CC(C4)C2)C3)ccc1[N+](=O)[O-] (stereo not drawn) | 8 | 5 | -1.1 | 0.1
O=C(O)CSc1c[nH]c2ccccc12 | 11 | 8 | -1.6 | 0.0
COc1ccc(CNS(=O)(=O)c2ccc(F)c(C(=O)Nc3ccccc3Br)c2)cc1 | 0 | 12 | 0.1 | 0.1
Cc1ccc(/C=C2\NC(=O)N(Cc3ccc(Cl)cc3)C2=O)cc1 | 2 | 21 | -1.5 | -0.1
COC(=O)c1ccc2c(=O)n(CCCN3CCN(c4cccc(Cl)c4)CC3)c(=S)[nH]c2c1 | 11 | -9 | -0.5 | -0.1
CCOC(=O)CSC1=C(C#N)C(c2ccco2)C(C(=O)Nc2ccc(Cl)cc2)=C(C)N1 (stereo not drawn) | 12 | -5 | -0.4 | 0.0
Cc1c(C(=O)N2CCC(C)CC2)sc2ncnc(N3CCN(c4ccccn4)CC3)c12 | -25 | 14 | -0.9 | 0.6
Cc1ccn2c(CNCCc3cnc[nH]3)c(C(=O)N3CCCCCC3)nc2c1 | 1 | 9 | -0.9 | 0.1
CC1=CC=CN2C1=NC(=O)CC2(C)C(=O)N(CC(=O)NC1CCCC1)c1ccccc1C (stereo not drawn) | 1 | -13 | -0.5 | 0.0
CCN1CCN(c2ncnc3sc(C(=O)Nc4cccc(Cl)c4)c(C)c23)CC1 | -14 | 5 | 0.3 | 0.0

Fetched one by one from the entries so far, two records:
SMILES | TEAD-YAP block | MITF inh | GPR151 ag | FBW7 act
O=C(NNC(=O)c1ccccn1)c1ccncc1 | 1 | 46 | -1.0 | -0.4
Cc1cc(OC(C)C(=O)NNC(=O)NC23CC4CC(CC(C4)C2)C3)ccc1[N+](=O)[O-] (stereo not drawn) | 8 | 5 | -1.1 | 0.1

The listing continues:
SMILES | TEAD-YAP block | MITF inh | GPR151 ag | FBW7 act
CN(C)C(=O)C(NC(=O)c1ccccc1)=C1CCCCC1 | -2 | 9 | 1.3 | -0.2
CCOC(=O)C(C(C)=O)c1cc(NS(=O)(=O)c2ccccc2)c2ccccc2c1NS(=O)(=O)c1ccccc1 (stereo not drawn) | 2 | -5 | 0.1 | 0.1
OC(CNc1ccc(Br)cc1)Cn1c2ccccc2c2ccccc21 (stereo not drawn) | 0 | -11 | 3.0 | -0.1
COc1ccc(-c2csc3nc(C)n(/N=C/N(C)C)c(=O)c23)cc1OC | -11 | -3 | 1.4 | 0.4
Oc1c(C(c2ccncc2)N2CCOCC2)cc(Cl)c2cccnc12 (stereo not drawn) | 8 | 31 | 0.6 | -0.6
Cc1cccc(NC(=O)NNP2(=O)C=C(c3ccccc3)OC(c3ccccc3)=C2)c1 | 9 | 3 | 0.1 | 0.3
COC(=O)C1=C(C)N(C)C(C)=C(C(=O)OC)C1c1cc([N+](=O)[O-])ccc1Cl | 0 | 12 | -0.2 | 0.2
Cc1c(C(=O)N2CCN(Cc3ccccc3)CC2)sc2ncn(CC(=O)Nc3ccc(C(C)C)cc3)c(=O)c12 | 0 | 4 | -1.4 | 0.6
CCOc1cccc(CN(C(C)=O)c2ccc3[nH]c(=O)[nH]c3c2)c1OCc1ccccc1 | -14 | -17 | -0.5 | -0.1
